# CAL PDZ FP-1: inhibitors of human CAL PDZ peptide binding; Q9HD26; purified CAL PDZ, TMR-peptide fluorescence polarization, 1 h; inhibition, % at 20 µM; 0.02% of 330,000 active; AID 504414;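 active = highest replicate inhibition of at least 40%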;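 note: plate controls were DMSO neutral control wells for no effect and unlabeled competitor peptide control wells for full effect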
#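 Material: tagged CAL PDZ domain; buffer or medium: 25 mM sodium phosphate pH 7.4, 150 mM NaCl, TCEP, IgG, Thesit; compound dosing: single point, 20 µM; schedule: 1 h incubation at room temperature before polarization reading; measured by: FP readout, S and P plane fluorescence; read-out basis: percent inhibition from loss of millipolarization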
# Wnt bcat act: activators of Wnt/beta-catenin signaling | Wnt/beta-catenin reporter cell assay, activator, plate reader | activation, % at 9.35 µM | 1.2% of 300,000 active; in the data active = activation above about 30%, passing the limit was not always enough;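 note: 0% = neutral control wells and 100% = positive control wells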
# Tat transport: inhibitors of E. coli Tat protein transport | inhibition, % at 10 µM | AID 488895 | E. coli MC4100 TorA-mCherry Tat export, fluorescence | 0.036% of 340,000 active;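 active = mean replicate inhibition at least 50% and at least half of replicates individually reaching 50%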;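 note: exported cargo escapes ClpAP degradation while cytoplasmic cargo is degraded and loses fluorescence; 0% = median of neutral control wells and 100% = median of NaSCN control wells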
# RTF Ca sens act: increases calcium sensitivity of human cardiac regulated thin filaments. activation, % at 7.2 µM. 0.24% of 340,000 active. IANBD-labeled TnC RTF fluorescence at EC20 calcium; 0% EC20 calcium, 100% full calcium. P19429+P45379. AID 493008;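 active = activation above the mean over all tested compounds plus 3 SD, cut at about 30% in these data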;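 note: rise in fluorescence read as greater calcium sensitivity of cardiac thin filaments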
# Rtt109 HAT inh: C. albicans Rtt109 histone acetyltransferase inhibition; 0.16% of 330,000 active; inhibition, % at 34.9 µM; Q5AAJ8; purified Rtt109/Vps75, ThioGlo CoA-SH fluorescence, 4 h;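 active = inhibition of at least 50% in every replicate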
# Target sequence (Q5AAJ8 whole entry, looked up): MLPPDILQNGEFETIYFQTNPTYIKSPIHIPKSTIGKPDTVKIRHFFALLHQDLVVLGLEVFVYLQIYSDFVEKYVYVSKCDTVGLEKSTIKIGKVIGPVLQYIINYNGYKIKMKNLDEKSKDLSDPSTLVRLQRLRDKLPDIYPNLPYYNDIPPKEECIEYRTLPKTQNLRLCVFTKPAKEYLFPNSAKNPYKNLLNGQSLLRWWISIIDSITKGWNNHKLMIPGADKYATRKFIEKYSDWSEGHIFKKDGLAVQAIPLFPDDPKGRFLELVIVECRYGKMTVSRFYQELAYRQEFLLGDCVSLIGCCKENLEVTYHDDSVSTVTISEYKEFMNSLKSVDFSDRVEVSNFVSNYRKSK
# CAL PDZ FP-2: blocks peptide binding to the human CAL PDZ domain; 0.92% of 300,000 active; AID 602252; purified CAL PDZ, TMR-peptide fluorescence polarization, 1 h; inhibition, % at 24.9 µM;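 active = mean inhibition of at least 30% with at least half of replicates also reaching 30%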;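 note: 0% = DMSO neutral control and 100% = excess unlabeled competitor peptide PRC23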
# MITF TRPM1 HTS: increases MITF-driven TRPM1 promoter luciferase signal. SK-MEL-5 TRPM1-promoter luciferase, 24 h; % of positive control, neutral wells = 0. activation, % at 12.5 µM. 0.75% of 300,000 active. AID 588334;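 active = mean activation of at least 80% with every replicate also reaching 80%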;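 note: 0% = neutral control wells and 100% = parthenolide positive control wells; values of inactives mirror those of a sister screen read the other way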
# CDK5 inh: inhibitors of human CDK5/p35 kinase. Q00535+Q15078. Recombinant CDK5/p35, ADP-Glo luminescence, 60 min. AID 488839. 0.01% of 330,000 active. inhibition, % at 10 µM;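 active = highest replicate inhibition of at least 50% and at least 75% of replicates reaching 50%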;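 note: plate controls were DMSO neutral control for no effect and GW8510 at 10 µM for full effect; many of its hits are not listed in these tables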
# V-ATPase pH: yeast V-ATPase proton transport regulation by pHLuorin; S. cerevisiae, pHLuorin cytosolic pH fluorescence; response, % at 10 µM; 0.37% of 350,000 active; in the data active = response mostly above about 7.3%, no sharp cut-off; inactive = mostly below about 5.4%; note: actives read high; inactives centre near 0; some compounds called inactive have numbers as strong as hits; reference of the scale not given here
# dFosB act: mouse delta FosB homodimer activation | P13346 | purified delta FosB, TAMRA-CDK5 oligo fluorescence polarization; percent of positive-control signal above neutral wells | activation, % at 25 µM | 0.99% of 340,000 active | AID 493131;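 active = mean activation above about 17%, with every replicate also reaching it, limit read from the data, passing the limit was not always enough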;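 note: fluorescence polarization rise as delta FosB binds a TAMRA Cdk5 AP-1 oligo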
# Target sequence (P13346 whole entry, looked up): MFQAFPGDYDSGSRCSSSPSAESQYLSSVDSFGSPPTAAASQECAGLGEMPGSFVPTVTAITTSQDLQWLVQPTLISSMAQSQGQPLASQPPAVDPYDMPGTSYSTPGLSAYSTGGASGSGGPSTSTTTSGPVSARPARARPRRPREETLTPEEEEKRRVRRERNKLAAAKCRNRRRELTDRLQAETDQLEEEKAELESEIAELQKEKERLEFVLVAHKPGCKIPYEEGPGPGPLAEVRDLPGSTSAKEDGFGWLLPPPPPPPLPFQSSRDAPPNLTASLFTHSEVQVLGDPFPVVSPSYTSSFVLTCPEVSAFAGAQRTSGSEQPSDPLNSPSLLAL
# The depositor's hits bear a star; . = not tested or not shown.
Compound	CAL PDZ FP-1	Wnt bcat act	Tat transport	RTF Ca sens act	Rtt109 HAT inh	CAL PDZ FP-2	MITF TRPM1 HTS	CDK5 inh	V-ATPase pH	dFosB act
CCC(C)NC(=O)c1cn(CC)c2ccc(S(=O)(=O)N3CCCCC3)cc2c1=O (configuration not stated)	-2.3	-2.3	-2.6	-3.8	-18.1	-3.1	1.6	1.5	-2.8	-3.5
O=C(c1cnn(-c2ccccc2)c1)c1ccc2ccccc2c1O	-0.5	18.6	-6.9	-1.3	-3.8	-2.4	76.1	-1.3	-2.1	6.6
N#C/C=C1\Sc2ccccc2C(=O)N1CC(=O)N1CCN(S(=O)(=O)c2ccccc2)CC1	-1.6	7.4	-2.1	2.1	.	0.1	.	-1.5	1.5	2.0
Cc1c(C(=O)N2CCN(c3ncccn3)CC2)oc2ccc(Cl)cc12	-1.4	7.5	-2.4	-4.9	11.5	-2.8	4.6	-0.2	3.6	-13.1
CS(=O)(=O)Oc1ccccc1/C=C1/N=C(c2ccc(F)cc2)OC1=O	0.0	1.0	-9.8	-1.5	-8.8	-2.6	12.5	-0.8	1.0	1.1
O=C(N/N=C/c1cccc(Br)c1)C1CC(=O)N(c2ccccc2)C1 (configuration not stated)	-2.2	-1.7	4.8	-4.5	17.2	-9.3	10.5	-0.1	2.3	-12.8
COC(=O)C(C)Sc1nc2c(c(=O)[nH]c(=O)n2C)n1CCCc1ccccc1 (configuration not stated)	-1.0	.	11.0	3.2	5.0	-0.1	9.9	-4.2	6.3	-1.0
Cc1onc(-c2ccccc2)c1C(=O)Oc1cccnc1	-0.2	.	4.8	-1.2	-8.7	1.1	.	-5.7	3.2	-1.1
O=C1C2C(c3ccccc3)(C(=O)N1c1ccc(Cl)cc1)C2(c1ccccc1)c1ccccc1 (configuration not stated)	-1.9	-9.5	-3.1	12.2	6.7	0.3	9.4	-2.7	-11.7	-12.7
COc1ccc(NC(=O)CSc2nc(N)c3cc4c(nc3n2)CCCC4)c(OC)c1	-0.7	.	-3.5	-7.3	9.9	-4.1	24.3	-0.9	1.6	-12.5
CCOC(=O)C1CCN(c2ncnc3cc(OC)c(OC)cc23)CC1	-0.6	0.6	5.4	-1.4	5.5	-3.7	.	-0.6	0.1	-9.3
COC(=O)c1ccccc1NC(=O)C1CC(=O)N(c2ccc(OC)cc2)C1 (configuration not stated)	-2.0	0.4	-3.4	3.5	-5.8	-2.0	10.7	2.7	-1.2	-0.5

# 3 records drawn at random from those above, as already listed:
Compound	CAL PDZ FP-1	Wnt bcat act	Tat transport	RTF Ca sens act	Rtt109 HAT inh	CAL PDZ FP-2	MITF TRPM1 HTS	CDK5 inh	V-ATPase pH	dFosB act
COC(=O)c1ccccc1NC(=O)C1CC(=O)N(c2ccc(OC)cc2)C1 (configuration not stated)	-2.0	0.4	-3.4	3.5	-5.8	-2.0	10.7	2.7	-1.2	-0.5
COc1ccc(NC(=O)CSc2nc(N)c3cc4c(nc3n2)CCCC4)c(OC)c1	-0.7	.	-3.5	-7.3	9.9	-4.1	24.3	-0.9	1.6	-12.5
N#C/C=C1\Sc2ccccc2C(=O)N1CC(=O)N1CCN(S(=O)(=O)c2ccccc2)CC1	-1.6	7.4	-2.1	2.1	.	0.1	.	-1.5	1.5	2.0

# The list goes on:
Compound	CAL PDZ FP-1	Wnt bcat act	Tat transport	RTF Ca sens act	Rtt109 HAT inh	CAL PDZ FP-2	MITF TRPM1 HTS	CDK5 inh	V-ATPase pH	dFosB act
O=C1C2C3C=CC(C3)C2C(=O)N1Cc1cccnc1 (configuration not stated)	-0.3	.	-2.3	-2.0	6.9	-2.8	7.7	-1.0	2.5	4.8
CCCC(=O)Nc1cnc(NC(=O)c2cccc(F)c2)cc1C	-0.7	.	8.4	4.5	0.3	-3.0	28.6	2.9	-1.3	-0.9
COc1cccc(-n2nnnc2SCC(=O)Nc2ccc(OC)cc2OC)c1	0.7	-1.0	-3.8	-3.1	-2.1	0.3	.	2.1	-3.7	2.9
CCN1CCN(c2c(Cl)cccc2NC(=O)c2cccs2)CC1	-0.1	-1.6	-2.1	5.6	4.9	-1.1	16.2	-2.7	2.6	-6.9
Cc1ccc(C(=O)N/N=C\c2cccn2C)cn1	-2.5	1.4	-2.1	-10.2	-0.4	-0.6	11.6	-0.2	-6.1	-3.4
CC1CCc2[nH]c3ccc(C(=O)N(C)CC(=O)Nc4ccccc4Cl)cc3c2C1 (configuration not stated)	-3.1	-2.6	-1.8	-19.4	8.7	-2.3	13.4	-0.2	0.7	-11.5
O=C(Nc1ccc2c(c1)CCCN2C(=O)c1cccs1)c1c(F)cccc1F	-2.8	-8.0	-5.7	-3.4	11.4	-0.3	-0.1	0.6	1.7	-6.4
COc1ccc(C(=O)/C=C/c2ccc(N(C)C)cc2)c(OC)c1	0.5	1.0	-2.8	80.6*	7.8	.	.	7.0	-1.4	-4.5
Cc1ccc(CNS(=O)(=O)c2ccc3c(c2)C(C)(C)C(=O)N3C)cc1	0.0	0.2	-5.6	1.6	-0.2	-0.3	0.1	0.2	-2.3	2.8
CN(c1ccccc1C(=O)Nc1ccc(S(=O)(=O)N2CCOCC2)cc1)S(=O)(=O)c1ccccc1	-1.3	0.8	2.4	2.6	25.8	-2.2	2.2	-0.1	9.4	-1.8
O=C(NNC(=S)NC(=O)c1ccccc1[N+](=O)[O-])c1ccccc1O	-0.4	-6.3	-5.7	.	-9.3	5.6	13.5	0.3	-0.2	3.2
Cc1cc(C)c2c(N)c(C(=O)NNC(=O)c3ccccc3)sc2n1	-0.2	7.2	-0.8	-3.7	6.6	-0.1	37.1	-1.6	0.6	0.2

# Among those listed so far, these contain fluorine:
Compound	CAL PDZ FP-1	Wnt bcat act	Tat transport	RTF Ca sens act	Rtt109 HAT inh	CAL PDZ FP-2	MITF TRPM1 HTS	CDK5 inh	V-ATPase pH	dFosB act
CS(=O)(=O)Oc1ccccc1/C=C1/N=C(c2ccc(F)cc2)OC1=O	0.0	1.0	-9.8	-1.5	-8.8	-2.6	12.5	-0.8	1.0	1.1
CCCC(=O)Nc1cnc(NC(=O)c2cccc(F)c2)cc1C	-0.7	.	8.4	4.5	0.3	-3.0	28.6	2.9	-1.3	-0.9
O=C(Nc1ccc2c(c1)CCCN2C(=O)c1cccs1)c1c(F)cccc1F	-2.8	-8.0	-5.7	-3.4	11.4	-0.3	-0.1	0.6	1.7	-6.4

# The listing continues:
Structure | CAL PDZ FP-1 | Wnt bcat act | Tat transport | RTF Ca sens act | Rtt109 HAT inh | CAL PDZ FP-2 | MITF TRPM1 HTS | CDK5 inh | V-ATPase pH | dFosB act
Cc1cc([N+](=O)[O-])ccc1NC(=O)CSc1nccc(=O)[nH]1 | -0.6 | -1.4 | -10.4 | 4.0 | -10.8 | 6.9 | -3.5 | -0.7 | -1.9 | 3.6
CCc1ccc(OCC(=O)Nc2nnc(-c3ccco3)s2)cc1 | -1.5 | -0.1 | 2.8 | -0.5 | -4.7 | -25.9 | 1.3 | 1.1 | -1.1 | 0.7
CC(C)n1c(/C=C/[C@H](O)C[C@H](O)CC(=O)O)c(-c2ccc(F)cc2)c2ccccc21 | 0.2 | . | -1.2 | -0.7 | 1.1 | -3.8 | 32.7 | -1.9 | 1.2 | -7.6
Cc1cccc(N2C(=O)CCC2=O)n1 | 0.4 | -1.4 | -1.6 | -5.8 | 4.0 | 4.3 | 16.9 | -0.5 | -1.8 | -1.1
Nc1c(C(=O)NCc2ccc3c(c2)OCO3)nnn1Cc1ccc(Br)cc1 | 11.8 | -1.4 | -1.8 | 4.0 | -4.8 | 2.8 | -2.9 | 1.1 | 1.8 | 20.2*
COc1cc(C=Nc2c(C)cc(C)cc2C)ccc1OC(C)=O | -0.7 | -3.3 | -3.7 | 2.8 | -3.5 | -1.8 | -3.8 | -1.2 | -1.5 | 2.8
COc1ccc(C(=O)Oc2cc(C)c(CN3CCOCC3)cc2C)cc1OC | -0.6 | -0.8 | -4.7 | 0.8 | 2.3 | -1.0 | . | 0.1 | 4.5 | -4.7
COc1ccc(NS(=O)(=O)c2cccc(NC(=O)CCC(=O)c3ccc(Cl)cc3)c2)cc1 | -1.3 | -1.2 | 14.5 | 2.4 | 5.9 | -1.7 | -29.4 | -0.1 | 0.5 | -6.1
COc1ccc(N2C(=O)CN(Cc3cc(OC)c(OC)c(OC)c3)C2=S)cc1 | 0.1 | -3.2 | 5.8 | -2.3 | 1.6 | -1.9 | -8.1 | -0.5 | -0.2 | -24.2
COc1cc([N+](=O)[O-])ccc1NC(=O)Nc1cccnc1 | -0.3 | -0.1 | 1.6 | 0.3 | -1.9 | . | 5.6 | -1.2 | 1.6 | 4.1
COc1ccc(NC(=O)c2ccc(C#N)cc2)cc1NS(=O)(=O)c1ccc(F)cc1 | -0.2 | -0.7 | -16.5 | -1.9 | -2.2 | -0.6 | -1.9 | 2.0 | 0.2 | -5.6
COCCCNC(=S)NC(=O)c1ccc(C)cc1 | -2.5 | 29.9 | -1.3 | -2.3 | -6.5 | -2.2 | 33.9 | 1.7 | 1.0 | -1.4
Cc1cccc(-n2cc(CN3CCCN(C=O)CC3)c(-c3cccc(F)c3)n2)c1 | -0.1 | 2.0 | 14.3 | 4.6 | 0.1 | -5.5 | 6.3 | 1.5 | 2.1 | -15.9
Cn1c(=O)n(CC(N)=O)c(=O)c2c1nc1n2CCCN1Cc1ccccc1 | -0.4 | -1.4 | 1.9 | 0.9 | -26.2 | -1.6 | -5.5 | -0.9 | -0.3 | -0.4
CC(NC(=O)COC(=O)c1ccc(Cl)cc1O)c1ccc(F)cc1 (configuration not stated) | -0.5 | -1.4 | -2.2 | 0.8 | -0.2 | -4.4 | 4.8 | 2.9 | 4.4 | 1.6
Cc1cc(F)ccc1NC(=O)c1cc(S(=O)(=O)N2CCc3ccccc32)cn1C | -1.4 | 0.3 | 9.1 | 0.2 | 5.3 | . | . | 1.8 | -1.3 | 12.4
COCCOC(=O)c1c(C)n(C)c2ccc(OC(=O)C3CC3)cc12 | -0.9 | 1.6 | -4.1 | -1.9 | 11.7 | -3.5 | . | 1.7 | -1.9 | -7.9
Cc1ccc(NC(=O)CSc2nnc(-c3cc(C)[nH]n3)n2N)cc1 | -0.4 | -1.4 | 1.2 | -4.6 | 4.9 | 1.6 | 5.8 | -2.4 | 6.3 | 3.6
C/C=C(/C)C(=O)O[C@@H]1[C@H](OC(C)=O)c2c(ccc3ccc(=O)oc23)OC1(C)C | -2.8 | -1.5 | -6.3 | 5.0 | 11.2 | -3.9 | 1.7 | 1.7 | -9.0 | -2.5
COc1ccccc1CNC(=S)NCc1ccc(F)cc1 | -2.6 | -0.6 | -1.3 | -0.3 | 9.2 | -1.2 | -6.8 | 1.5 | -0.4 | -2.9
CCCn1c(C)cc(C(=O)CN2C(=O)c3ccccc3C2=O)c1C | -2.9 | 43.1* | 0.9 | -3.9 | -3.0 | -0.9 | 8.3 | 0.4 | -0.6 | -3.9
CCC1CN2CCc3cc(OC)c(OC)cc3C2CC1CC1c2cc(OC)c(OC)cc2CCN1C(=O)C(Cc1c[nH]c2ccccc12)NC(=O)OC(C)(C)C (configuration not stated) | 0.0 | -5.8 | 5.5 | 4.0 | -8.6 | -4.3 | -15.5 | 1.3 | 5.2 | -3.9
